Bioassay records deposited in PubChem BioAssay by several laboratories.
NF-kB expr up – raises NF-kB expression in human neuronal cells. NF-kB reporter expression; hits give high values. fold change at 12.5 µM. actives 1.6% (n = 190,000). AID 1239; in the data active means fold change above about 3.3
STAT1 inh – STAT1 signaling inhibition. NIH 3T3 STAT1-luciferase reporter, IFN-gamma, luminescence. inhibition, % at 5.5 µM. actives 0.35% (n = 200,000);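 active means inhibition above a set limit, the mean inhibition across all tested compounds plus 3 SD, cut at about 34% in these data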;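 further: 0% = IFN-gamma with DMSO and 100% = IFN-gamma with 300 µM nifuroxazide; values of inactives mirror those of a sister screen read the other way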
STAT1 activator – activators of IFN-gamma induced STAT1 signaling. NIH 3T3 STAT1-luciferase reporter, luminescence; 100% = IFN-gamma alone, no compound. activation (% of control), % at 5.5 µM. actives 2.6% (n = 200,000);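 active means activation above the screen-wide mean activation plus 3 SD, cut at about 130% in these data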;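 further: raw ratio to IFN-gamma control signal so 100% means no change and 0% no light; values of inactives mirror those of a sister screen read the other way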
TLR4-MyD88 BLA – inhibitors of human TLR4-MyD88 binding. HeLa CL3-4 TLR4/MyD88 BLA complementation, FRET ratio. O00206+Q99836. inhibition, % at 8.4 µM. actives 0.18% (n = 200,000); in the data active means inhibition above about 25%;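 further: 0% = vehicle and 100% = reference inhibitor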
Target sequence (O00206 whole entry, looked up): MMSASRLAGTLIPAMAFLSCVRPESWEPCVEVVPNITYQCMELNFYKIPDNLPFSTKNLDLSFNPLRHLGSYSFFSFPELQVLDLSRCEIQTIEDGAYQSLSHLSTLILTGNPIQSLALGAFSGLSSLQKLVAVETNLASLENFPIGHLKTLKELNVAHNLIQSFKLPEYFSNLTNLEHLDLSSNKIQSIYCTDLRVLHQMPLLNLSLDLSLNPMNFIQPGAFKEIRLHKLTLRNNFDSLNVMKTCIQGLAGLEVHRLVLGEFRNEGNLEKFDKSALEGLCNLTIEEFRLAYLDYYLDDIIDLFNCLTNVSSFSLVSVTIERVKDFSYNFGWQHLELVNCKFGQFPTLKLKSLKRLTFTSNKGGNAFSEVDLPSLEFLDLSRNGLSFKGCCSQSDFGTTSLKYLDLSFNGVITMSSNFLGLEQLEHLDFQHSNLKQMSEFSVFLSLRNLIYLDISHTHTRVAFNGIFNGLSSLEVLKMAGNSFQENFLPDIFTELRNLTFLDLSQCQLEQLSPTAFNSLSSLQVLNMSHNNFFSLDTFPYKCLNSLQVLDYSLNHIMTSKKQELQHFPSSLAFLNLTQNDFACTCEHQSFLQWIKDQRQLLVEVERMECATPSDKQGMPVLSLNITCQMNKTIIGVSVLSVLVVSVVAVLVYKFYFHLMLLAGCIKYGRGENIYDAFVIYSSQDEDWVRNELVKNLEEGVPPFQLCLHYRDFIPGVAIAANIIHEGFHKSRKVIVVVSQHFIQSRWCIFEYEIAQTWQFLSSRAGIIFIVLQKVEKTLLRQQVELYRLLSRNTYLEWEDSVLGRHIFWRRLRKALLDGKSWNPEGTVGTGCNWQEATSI
Target sequence (Q99836 whole entry, looked up): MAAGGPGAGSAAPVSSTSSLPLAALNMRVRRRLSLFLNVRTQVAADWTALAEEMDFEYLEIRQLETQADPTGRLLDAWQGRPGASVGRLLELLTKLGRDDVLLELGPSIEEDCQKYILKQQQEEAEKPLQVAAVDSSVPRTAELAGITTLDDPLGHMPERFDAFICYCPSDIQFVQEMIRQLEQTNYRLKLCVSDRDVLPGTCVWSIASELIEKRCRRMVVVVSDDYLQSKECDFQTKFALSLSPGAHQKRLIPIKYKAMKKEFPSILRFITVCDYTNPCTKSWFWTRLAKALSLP
STAT3 act – increases IL-6 driven STAT3 reporter signal. U3A cells, IL-6 STAT3-luciferase reporter, luminescence; 100% = signal with IL-6 EC80 alone. activation (% of control), % at 5.6 µM. actives 0.91% (n = 190,000);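 active means activation above the screen-wide mean of compound activation plus 3 SD, cut at about 130% in these data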;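 further: 0% = background luminescence of wells with medium and substrate only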
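Material: STAT3-luciferase reporter U3A cells; Probe or stimulus: IL-6 (33 ng/mL); Incubation: compound pre-incubation 1 h before IL-6, then 6 h stimulation at 37 °C; Technique: luminescence from STAT3-driven luciferase reporter; Evaluation: % activation versus median of IL-6-stimulated wells; Controls: IL-6-only high control.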
Efa HMGR inh – inhibitors of class II HMG-CoA reductase from Enterococcus faecalis | AID 1066 | purified E. faecalis HMGR, NADPH absorbance 340 nm kinetic | actives 0.41% (n = 190,000) | inhibition, % at 10 µM;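 active means inhibition above a set limit, the median over all tested compounds plus 3 SD, cut at about 9.5% in these data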;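 further: enzyme runs in reverse so mevalonate oxidation gives rising NADPH absorbance; 0% = complete reaction with DMSO and 100% = background rate lacking mevalonate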
APP 5'UTR act – activates APP 5'UTR luciferase reporter. activation, % at 2 µM. SH-SY5Y APP 5'UTR luciferase reporter, luminescence; zero percent = DMSO vehicle wells. actives 1% (n = 190,000);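 active means activation above a set limit, based on mean plus 3 SD of controls, cut at about 140% in these data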; further: values of inactives mirror those of a sister screen read the other way
Hsp70 activator – transcriptional activators of Hsp70; AID 1203; HeLa Hsp70 promoter luciferase reporter, luminescence; scaled: vehicle 0, proteasome-inhibitor control 100%; activation, % at 10 µM; actives 0.04% (n = 200,000);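 active means activation above the mean across all tested compounds plus 3 SD, cutoff set per campaign, cut at about 5.5% in these data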;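 further: 100% = MG132 at 30 µM as the positive control and 0% = DMSO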
DTT redox prof – compounds producing H2O2 with reducing agent – biochemical, NIH compound library profiling, artefact control for MLSCN library redox annotation, primary screen | DTT-dependent redox cycling H2O2, phenol red/HRP absorbance; 100% = 100 µM peroxide control, 0% = buffer | activation, % at 10 µM | actives 0.03% (n = 200,000);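 active means activation of at least 50% relative to the plate's high and low controls in the primary single-dose screen; inactive means activation below 50%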;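 further: compound incubated with DTT at 0.8 mM final as the reducing agent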
STAT3 inh – inhibitors of IL-6 induced STAT3 signaling. actives 0.89% (n = 190,000). U3A cells, IL-6 STAT3-luciferase reporter, luminescence; host cell line lacks STAT1. AID 862. inhibition, % at 5.5 µM;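 active means inhibition above the mean inhibition across all screened compounds plus 3 SD, cut at about 44% in these data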;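 further: 0% = DMSO only wells and 100% = 100 µM nifuroxazide control wells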
Starred values were filed as active, the others as inactive. Compounds as they come (roughly 5.6% active in at least one column).

What do the screens show for `Cc1ccc(OCC(=O)Nc2ccc([N+](=O)[O-])cn2)cc1C`?
STAT1 inh: 2; STAT1 activator: 98; TLR4-MyD88 BLA: -7; STAT3 act: 96; APP 5'UTR act: 19; Hsp70 activator: -0.1; DTT redox prof: 2.6; STAT3 inh: 15

Results for Cc1nn(Cc2ccccc2)c(Cl)c1C(=O)NCCc1ccccc1 ?
NF-kB expr up: 4.3*; STAT1 inh: -54; STAT1 activator: 149*; TLR4-MyD88 BLA: -14; STAT3 act: 113; Efa HMGR inh: -5; APP 5'UTR act: 91; Hsp70 activator: -0.1; DTT redox prof: 0.0; STAT3 inh: -9

How did Cc1nc(SCC(=O)NCc2ccccc2)c2c(=O)n(C)c(=O)n(C)c2n1 do in these assays?
NF-kB expr up: 0.98; STAT1 inh: -1; STAT1 activator: 98; TLR4-MyD88 BLA: -6; STAT3 act: 88; Efa HMGR inh: -10; APP 5'UTR act: -14; Hsp70 activator: -0.6; DTT redox prof: -0.2; STAT3 inh: 14

Results for O=C(COC(=O)/C=C/c1cccs1)Nc1cccc(S(=O)(=O)N2CCCC2)c1 ?
NF-kB expr up: 0.94; STAT1 inh: 2; STAT1 activator: 97; TLR4-MyD88 BLA: 5; STAT3 act: 106; Efa HMGR inh: -5; APP 5'UTR act: 8; Hsp70 activator: -0.1; DTT redox prof: -0.9; STAT3 inh: 4

Results for CCOc1ccc(NC(=S)N2CCCCCC2)cc1 ?
NF-kB expr up: 1.2; STAT1 inh: -2; STAT1 activator: 102; TLR4-MyD88 BLA: 1; STAT3 act: 105; Efa HMGR inh: -1; APP 5'UTR act: 2; Hsp70 activator: 0.7; DTT redox prof: -0.3; STAT3 inh: -4

Results for CCOC(=O)C1(CC2CC2)CCN(C(=O)c2cc(OC)nc3ccccc23)CC1 ?
NF-kB expr up: 1.2; STAT1 inh: -22; STAT1 activator: 119; TLR4-MyD88 BLA: 8; STAT3 act: 121; Efa HMGR inh: -4; APP 5'UTR act: 47; Hsp70 activator: -0.3; DTT redox prof: -0.3; STAT3 inh: -19

What do the screens show for `Cc1ccc(CCN=c2c([N+](=O)[O-])nn(-c3ccccc3)n2O)cc1`?
NF-kB expr up: 1; STAT1 inh: -5; STAT1 activator: 102; TLR4-MyD88 BLA: -8; STAT3 act: 98; Efa HMGR inh: 2; APP 5'UTR act: -8; Hsp70 activator: -0.2; DTT redox prof: 0.3; STAT3 inh: 4

What do the screens show for `COc1ccc(CCNC(=O)C2CCCN2C(=O)Nc2cccc(C(C)=O)c2)cc1OC` (configuration not stated)?
NF-kB expr up: 1.2; STAT1 inh: -2; STAT1 activator: 102; TLR4-MyD88 BLA: -6; STAT3 act: 94; Efa HMGR inh: -4; APP 5'UTR act: -3; Hsp70 activator: 0.0; DTT redox prof: -0.1; STAT3 inh: 13

Results for Brc1ccc(-c2nn3c(-c4ccco4)nnc3s2)o1 ?
NF-kB expr up: 0.68; STAT1 inh: -1; STAT1 activator: 101; TLR4-MyD88 BLA: 10; STAT3 act: 76; Efa HMGR inh: -1; APP 5'UTR act: 10; Hsp70 activator: -0.4; DTT redox prof: -0.2; STAT3 inh: 30

How did O=C(Cn1nnc(-c2ccc3c(c2)OCO3)n1)N1CCOCC1 do in these assays?
NF-kB expr up: 0.96; STAT1 inh: -8; STAT1 activator: 107; TLR4-MyD88 BLA: -15; STAT3 act: 103; Efa HMGR inh: 0; APP 5'UTR act: 9; Hsp70 activator: -0.4; DTT redox prof: -0.9; STAT3 inh: -3

What do the screens show for `Cc1ccc(N=C2N=C(N)c3ccccc32)cc1C`?
STAT1 inh: -13; STAT1 activator: 112; TLR4-MyD88 BLA: 2; STAT3 act: 98; APP 5'UTR act: 12; Hsp70 activator: -0.2; DTT redox prof: -8.9; STAT3 inh: 6

Results for O=C(Cn1cc2c(n1)CCCCC2)NCCCN1CCOCC1 ?
NF-kB expr up: 1.3; STAT1 inh: 4; STAT1 activator: 97; TLR4-MyD88 BLA: -8; STAT3 act: 105; Efa HMGR inh: -3; APP 5'UTR act: -13; Hsp70 activator: -0.4; DTT redox prof: -0.6; STAT3 inh: -6

How did CCS(=O)(=O)NCCc1cc2ccc(C)cc2[nH]c1=O do in these assays?
NF-kB expr up: 0.34; STAT1 inh: 4; STAT1 activator: 96; TLR4-MyD88 BLA: -4; STAT3 act: 103; Efa HMGR inh: -1; APP 5'UTR act: -9; Hsp70 activator: -0.2; DTT redox prof: 1.4; STAT3 inh: 0

What do the screens show for `C/C(=N/Oc1nc(C)cc(C)n1)c1ccccc1`?
NF-kB expr up: 1.4; STAT1 inh: -10; STAT1 activator: 109; TLR4-MyD88 BLA: -3; STAT3 act: 96; Efa HMGR inh: -8; APP 5'UTR act: 2; Hsp70 activator: 0.7; DTT redox prof: 0.0; STAT3 inh: 9

How did CCN1CCCC1CNC(=O)c1cn(CC)c2ccc(S(=O)(=O)N3CCCCCC3)cc2c1=O (configuration not stated) do in these assays?
NF-kB expr up: 0.95; STAT1 inh: 3; STAT1 activator: 97; TLR4-MyD88 BLA: -1; STAT3 act: 107; Efa HMGR inh: 0; APP 5'UTR act: 11; Hsp70 activator: 0.5; DTT redox prof: 1.6; STAT3 inh: -5

Results for CCSCc1nnc(SCC(=O)Nc2ccc(F)cc2)n1CC ?
NF-kB expr up: 1.1; STAT1 inh: 4; STAT1 activator: 95; TLR4-MyD88 BLA: 19; STAT3 act: 98; Efa HMGR inh: -1; APP 5'UTR act: -5; Hsp70 activator: 0.0; DTT redox prof: 0.1; STAT3 inh: 10

What do the screens show for `N/C(=N\OC(=O)c1ccc(Cl)cc1Cl)c1cccnc1`?
NF-kB expr up: 6.3*; STAT1 inh: -33; STAT1 activator: 129*; TLR4-MyD88 BLA: -14; STAT3 act: 87; Efa HMGR inh: -6; APP 5'UTR act: 131; Hsp70 activator: 0.2; DTT redox prof: -2.4; STAT3 inh: 19

How did COc1ccc(CCNC(=O)CSc2nnc(CNC(=O)c3cccs3)o2)cc1OC do in these assays?
NF-kB expr up: 1.2; STAT1 inh: 4; STAT1 activator: 96; TLR4-MyD88 BLA: 0; STAT3 act: 103; Efa HMGR inh: -6; APP 5'UTR act: 5; Hsp70 activator: 0.0; DTT redox prof: -0.6; STAT3 inh: 2

Results for O=C(COC(=O)CNS(=O)(=O)c1cccc(Br)c1)Nc1ccccc1Sc1ccccc1 ?
NF-kB expr up: 1.2; STAT1 inh: 3; STAT1 activator: 97; TLR4-MyD88 BLA: -10; STAT3 act: 107; Efa HMGR inh: -2; APP 5'UTR act: 4; Hsp70 activator: -0.2; DTT redox prof: -0.3; STAT3 inh: -8

What do the screens show for `O=C(c1ccco1)N1CCN(C(=O)C2CC(c3ccc(Cl)cc3)=NO2)CC1` (configuration not stated)?
NF-kB expr up: 1; STAT1 inh: 3; STAT1 activator: 97; TLR4-MyD88 BLA: 4; STAT3 act: 95; Efa HMGR inh: 2; APP 5'UTR act: 7; Hsp70 activator: 0.0; DTT redox prof: -3.1; STAT3 inh: 8

How did CNC(=S)N/N=C/c1cn(Cc2ccc(F)cc2)c2ccccc12 do in these assays?
NF-kB expr up: 0.91; STAT1 inh: 4; STAT1 activator: 97; TLR4-MyD88 BLA: 0; STAT3 act: 103; Efa HMGR inh: -2; APP 5'UTR act: 1; Hsp70 activator: -0.2; DTT redox prof: 0.1; STAT3 inh: -5

What do the screens show for `CC12c3ccccc3C(c3ccccc31)C1C(=O)N(Cc3cccnc3)C(=O)[C@H]12` (some centres not stated)?
NF-kB expr up: 0.79; STAT1 inh: -1; STAT1 activator: 101; TLR4-MyD88 BLA: 2; STAT3 act: 96; Efa HMGR inh: -2; APP 5'UTR act: 7; Hsp70 activator: 0.1; DTT redox prof: 0.1; STAT3 inh: 4

Results for CC(=O)c1c(C)[nH]c(C(=O)OCC(=O)Nc2cccc(S(=O)(=O)N(C)C)c2)c1C ?
NF-kB expr up: 0.75; STAT1 inh: 7; STAT1 activator: 91; TLR4-MyD88 BLA: -11; STAT3 act: 86; Efa HMGR inh: 0; APP 5'UTR act: 5; Hsp70 activator: -0.2; DTT redox prof: 0.3; STAT3 inh: 21

What do the screens show for `COc1ccc(NC(=O)CN(C)CC(=O)Nc2ccc(Cl)c(S(=O)(=O)N(C)C)c2)cc1`?
NF-kB expr up: 1.1; STAT1 inh: -7; STAT1 activator: 105; TLR4-MyD88 BLA: 4; STAT3 act: 104; Efa HMGR inh: -10; APP 5'UTR act: -17; Hsp70 activator: -0.1; DTT redox prof: 0.5; STAT3 inh: 3

Results for COc1ccccc1C/C(N)=N/OC(=O)c1ccco1 ?
NF-kB expr up: 0.9; STAT1 inh: -9; STAT1 activator: 107; TLR4-MyD88 BLA: 1; STAT3 act: 102; Efa HMGR inh: -3; APP 5'UTR act: -6; Hsp70 activator: -0.4; DTT redox prof: -0.2; STAT3 inh: 0

Results for CCOc1ccc(N2CC(C(=O)NC(C)C)CC2=O)cc1 (configuration not stated) ?
NF-kB expr up: 1.1; STAT1 inh: 1; STAT1 activator: 99; TLR4-MyD88 BLA: 3; STAT3 act: 106; Efa HMGR inh: -7; APP 5'UTR act: 5; Hsp70 activator: -0.2; DTT redox prof: 2.2; STAT3 inh: -4

What do the screens show for `Cc1cc(C)c(S(=O)(=O)c2ccc(Cl)cc2)c(Cl)n1`?
NF-kB expr up: 1.1; STAT1 inh: 2; STAT1 activator: 98; TLR4-MyD88 BLA: 1; STAT3 act: 108; Efa HMGR inh: 0; APP 5'UTR act: -1; Hsp70 activator: -0.1; DTT redox prof: -0.2; STAT3 inh: -8

What do the screens show for `CCN1CCN(Cc2c(C)[nH]c3ccc(C(=O)OC)cc3c2=O)CC1`?
NF-kB expr up: 1.2; STAT1 inh: 2; STAT1 activator: 98; TLR4-MyD88 BLA: 13; STAT3 act: 99; Efa HMGR inh: 2; APP 5'UTR act: 2; Hsp70 activator: 0.2; DTT redox prof: 0.8; STAT3 inh: 4

What do the screens show for `O=S(=O)(NCc1cccnc1)c1ccc(Cl)c(Cl)c1Cl`?
NF-kB expr up: 1; STAT1 inh: 13; STAT1 activator: 87; TLR4-MyD88 BLA: -6; STAT3 act: 103; Efa HMGR inh: 1; APP 5'UTR act: 13; Hsp70 activator: -0.5; DTT redox prof: -0.8; STAT3 inh: 1

Results for C=CCOc1ccc(Cl)cc1CNC1CCCC1 ?
NF-kB expr up: 1.1; STAT1 inh: 5; STAT1 activator: 95; TLR4-MyD88 BLA: 5; STAT3 act: 107; Efa HMGR inh: -2; APP 5'UTR act: -3; Hsp70 activator: -0.3; DTT redox prof: 0.7; STAT3 inh: -9

What do the screens show for `O=C(c1ccccc1)c1cc(F)c(N2CCOCC2)cc1Cl`?
NF-kB expr up: 1.3; STAT1 inh: -7; STAT1 activator: 106; TLR4-MyD88 BLA: -3; STAT3 act: 100; Efa HMGR inh: 1; APP 5'UTR act: 11; Hsp70 activator: -0.4; DTT redox prof: -0.2; STAT3 inh: 7
